SENP7 block = inhibitors of human SENP7 protease; Q9BQF6; recombinant SENP7, Z-RLRGG-aminoluciferin luminescence, 40 min; inhibition, % at 5 µM; 1.5% of 330,000 active;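 active means inhibition above about 50% at the single test dose, limit read from the data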;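 further: plate controls were DMSO with enzyme for no effect and no enzyme buffer wells for full effect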
Target sequence (Q9BQF6 706-1050 limits assumed): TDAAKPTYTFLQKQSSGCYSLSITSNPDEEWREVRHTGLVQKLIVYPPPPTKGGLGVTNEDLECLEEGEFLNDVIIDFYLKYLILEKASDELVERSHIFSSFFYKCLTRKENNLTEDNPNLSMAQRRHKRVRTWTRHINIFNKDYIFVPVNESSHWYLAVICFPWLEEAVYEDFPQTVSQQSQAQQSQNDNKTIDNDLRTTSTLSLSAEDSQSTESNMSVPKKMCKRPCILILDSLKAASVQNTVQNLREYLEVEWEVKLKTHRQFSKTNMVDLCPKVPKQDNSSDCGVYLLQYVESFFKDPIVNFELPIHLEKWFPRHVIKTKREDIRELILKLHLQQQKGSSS
SENP8 block-1 = SENP8 (human) protease inhibition | Q96LD8 | recombinant SENP8, Nedd8 substrate fluorescence | inhibition, % at 20 µM | 0.64% of 360,000 active | AID 602440; in the data active means inhibition mostly above about 40%, no sharp cut-off; inactive means mostly below about 27%
Target sequence (Q96LD8 whole entry, looked up): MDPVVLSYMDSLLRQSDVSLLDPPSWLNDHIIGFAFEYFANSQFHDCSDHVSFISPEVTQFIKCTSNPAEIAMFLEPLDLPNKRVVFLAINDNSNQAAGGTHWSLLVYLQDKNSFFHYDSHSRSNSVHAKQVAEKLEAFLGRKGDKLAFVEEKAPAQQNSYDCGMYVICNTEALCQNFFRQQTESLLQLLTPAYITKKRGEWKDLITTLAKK
SENP8 block-2 = blocks the human protease SENP8 | Q96LD8 | purified SENP8, Z-RLRGG-aminoluciferin cleavage, luminescence | inhibition, % at 10 µM | 1.2% of 330,000 active | AID 2540; in the data active means inhibition above about 50%
SENP6 inh = SENP6 protease inhibition; Q9GZR1; Recombinant SENP6 catalytic domain, aminoluciferin luminescence; inhibition, % at 10 µM; 1.8% of 330,000 active; AID 2599;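 active means inhibition above about 50% at the single tested dose, limit read from the data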;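 further: plate controls were DMSO wells with enzyme for no effect and DMSO wells lacking enzyme for full effect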
SENP1 FRET inh = inhibitors of human SENP1 SUMO protease catalytic domain; Q9P0U3; recombinant SENP1 catalytic domain, CyPet-SUMO1-YPet FRET cleavage; inhibition, % at 10 µM; 0.21% of 360,000 active;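 active means inhibition at least 30% at 10 µM, raw YFP signal under a set limit, fluorescence ratio 0.5 to 1.5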;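 further: 0% = enzyme with DMSO and 100% = no enzyme wells; some results filed as inactive read as strong as hits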
Target sequence (Q9P0U3 419-644 limits assumed): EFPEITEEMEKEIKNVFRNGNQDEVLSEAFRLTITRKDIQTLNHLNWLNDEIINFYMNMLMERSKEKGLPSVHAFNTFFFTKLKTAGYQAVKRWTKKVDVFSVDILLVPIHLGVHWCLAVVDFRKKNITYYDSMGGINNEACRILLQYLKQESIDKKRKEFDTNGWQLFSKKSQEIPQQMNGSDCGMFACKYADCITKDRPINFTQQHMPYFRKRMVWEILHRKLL
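Material: hSENP1 catalytic domain, recombinant; medium: Tris pH 8 with BME, BSA, NP40 and catalase; compound: single concentration of 10 µM compound, 0.5% DMSO final; technique: FRET read of cyan and yellow fluorescence; timing: 50 min enzyme reaction, room temperature, light-protected; reagent: SFCypet-SUMO1-SFYpet substrate at 25 nM; control set: no-enzyme low, enzyme-DMSO high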
UBC13 polyUb = human UBC13 polyubiquitination inhibition; inhibition, % at 20 µM; UBC13 polyubiquitin chain formation, TR-FRET; AID 485273; 0.47% of 330,000 active; in the data active means inhibition above about 45%, passing the limit was not always enough
Target sequence (P61088 whole entry, looked up): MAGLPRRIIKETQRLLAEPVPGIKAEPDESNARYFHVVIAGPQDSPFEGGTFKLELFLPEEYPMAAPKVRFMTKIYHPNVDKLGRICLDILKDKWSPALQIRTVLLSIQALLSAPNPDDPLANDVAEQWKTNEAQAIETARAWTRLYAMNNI
A3G deaminase = APOBEC3G (human) deaminase inhibition; inhibition, % at 20 µM; 0.28% of 330,000 active; Q9HC16; recombinant A3G, ssDNA deamination FAM/TAMRA fluorescence;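 active means inhibition of at least 40% at 20 µM, with no more than 30% in the related APOBEC3A deaminase screen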;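 further: plate controls were DMSO wells with A3G for no effect and wells lacking A3G enzyme for full effect; some compounds called inactive have numbers as strong as hits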
Apaf1 inhib = inhibitors of human Apaf-1 apoptosome; inhibition, % at 20 µM; 0.71% of 330,000 active; reconstituted apoptosome caspase-3 activity, DEVD-Rh110 fluorescence; O14727; active means inhibition of at least 40% at 20 µM;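 further: plate controls were DMSO wells for no effect and DEVD-CHO caspase inhibitor wells for full effect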
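Assay system: Apoptosome proteins | Medium: pH 7.5 Hepes buffer with CHAPS, BSA, DTT | Also added: Cytochrome c and DEVD-Rh110 substrate | Times: 30 min plus 50 min, RT | Detection: Rhodamine 110 fluorescence at Ex 480/Em 540 nm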
* = called active by the depositor; & = joins results of further samples.

Screening CC(c1ccccc1)N(CCC(c1ccccc1)C1CCOC(C)(C)C1)C(=O)c1ccco1 (stereo unspecified) returned SENP7 block 2, SENP8 block-1 16, SENP8 block-2 5, SENP6 inh 15, SENP1 FRET inh -1, UBC13 polyUb 4, A3G deaminase -5 and Apaf1 inhib 29.
For CCCn1ncc(CN2CCC(CO)(Cc3ccc(OC)cc3)CC2)c1C the results were SENP7 block -5, SENP8 block-1 10, SENP8 block-2 -12, SENP6 inh -10, SENP1 FRET inh 1, UBC13 polyUb -4, A3G deaminase -8 and Apaf1 inhib 5.
For Cc1ccc(C2(c3ccc(C)cc3)CC2C(=O)NC(C)C)cc1 (stereo unspecified) the results were SENP7 block 0, SENP8 block-1 13, SENP8 block-2 -5, SENP6 inh -23, SENP1 FRET inh 1, UBC13 polyUb 2, A3G deaminase -1 and Apaf1 inhib 6.
CCCCCC(=O)N1CC2(CC(c3cccc(NC(=O)c4ccccc4)c3)=NO2)C[C@@H]1C(N)=O (stereo partly specified) was read as SENP7 block -13, SENP8 block-1 9, SENP8 block-2 -12, SENP6 inh -17, SENP1 FRET inh 1, UBC13 polyUb 4, A3G deaminase -10 and Apaf1 inhib 4.
Screening CC(Oc1ccccc1)C(=O)OCC(=O)Nc1ccc2c(c1)OCO2 (stereo unspecified) returned SENP7 block -7, SENP8 block-1 -11, SENP8 block-2 -14, SENP6 inh -8, SENP1 FRET inh -1, UBC13 polyUb -14, A3G deaminase -2 and Apaf1 inhib 5.
For CSCCC(NC(=O)c1ccc([N+](=O)[O-])cc1Cl)C(=O)OCC(=O)N1CCN(C(C)=O)CC1 (stereo unspecified) the results were SENP7 block -7, SENP8 block-1 14, SENP8 block-2 -8, SENP6 inh -12, SENP1 FRET inh 1, UBC13 polyUb -11, A3G deaminase -12 and Apaf1 inhib 3.
O=C(CSc1nc(-c2ccccc2)cs1)N1CCN(C(=O)c2ccco2)CC1 was read as SENP7 block -4, SENP8 block-1 8, SENP8 block-2 -6, SENP6 inh -13, SENP1 FRET inh 1, UBC13 polyUb -4, A3G deaminase -5 and Apaf1 inhib 8.
Screening O=C(Nc1ccc(F)cc1)c1ccc(C(=O)N2CCOCC2)cc1 returned SENP7 block 3, SENP8 block-1 12, SENP8 block-2 3, SENP6 inh -5, SENP1 FRET inh 1, UBC13 polyUb 4, A3G deaminase -4 and Apaf1 inhib -4.
O=C(Nc1nccs1)c1ccc(Cl)c(S(=O)(=O)N2CCCCC2)c1 was read as SENP7 block 5, SENP8 block-1 14, SENP8 block-2 -1, SENP6 inh 1, SENP1 FRET inh 0, UBC13 polyUb 1, A3G deaminase -1 and Apaf1 inhib 1.
Cc1nc2ccccc2c2oc(C(=O)NC3CC3)cc12 was read as SENP7 block 7, SENP8 block-1 13, SENP8 block-2 -5, SENP6 inh -10, SENP1 FRET inh 0, UBC13 polyUb 0, A3G deaminase 1 and Apaf1 inhib 9.
Screening CCN(CC)C(=O)c1cn(CCC#N)nc1-c1ccc(F)cc1 returned SENP7 block -3, SENP8 block-1 24, SENP8 block-2 -2, SENP6 inh -10, SENP1 FRET inh 2, UBC13 polyUb 6, A3G deaminase -3 and Apaf1 inhib -6.
CCCCCC(=O)NNC(=S)NC(=O)c1ccccc1[N+](=O)[O-] was read as SENP7 block 0, SENP8 block-1 11, SENP8 block-2 -3, SENP6 inh 10, SENP1 FRET inh 4, UBC13 polyUb -31, A3G deaminase -9 and Apaf1 inhib 8.
Screening Cn1c(=O)cc(SCC(=O)NCCC2=CCCCC2)c2cc(Cl)ccc21 returned SENP7 block 2, SENP8 block-1 -44, SENP8 block-2 1, SENP6 inh 2, SENP1 FRET inh 5, UBC13 polyUb -3, A3G deaminase -6 and Apaf1 inhib 25.
Screening COc1ccc(C(=O)/C=C/c2ccc(O)cc2)c(O)c1CC=C(C)C returned SENP7 block 3, SENP8 block-1 30, SENP8 block-2 -16, SENP6 inh 8, SENP1 FRET inh 16, UBC13 polyUb 5, A3G deaminase -13 and Apaf1 inhib 0.
Screening O=C(CCc1ccccc1)N/N=C/c1cccc(O)c1 returned SENP7 block 7, SENP8 block-1 11, SENP8 block-2 1, SENP6 inh 3, SENP1 FRET inh 2, UBC13 polyUb 2, A3G deaminase 7 and Apaf1 inhib 8.
`CC(C)CCC(C)NC(=O)c1ccc2nccnc2c1` (stereo unspecified) gave SENP7 block 2, SENP8 block-1 -18, SENP8 block-2 2, SENP6 inh 0, SENP1 FRET inh -8, UBC13 polyUb -13, A3G deaminase 0 and Apaf1 inhib -1.
Cc1ccc(C(=O)N2CCN(c3ccc(NC(=O)c4cc(C)cc(C)c4)cc3)CC2)cc1 was read as SENP7 block 10, SENP8 block-1 8, SENP8 block-2 -11, SENP6 inh -13, SENP1 FRET inh 0, UBC13 polyUb -1, A3G deaminase -14 and Apaf1 inhib -4.
Screening COc1ccc(-c2ccc(-c3nnc(-c4cc(OC)ccc4OC)o3)cc2)cc1 returned SENP7 block 17, SENP8 block-1 -295, SENP8 block-2 3, SENP6 inh 0, SENP1 FRET inh -1, UBC13 polyUb 23, A3G deaminase -3 and Apaf1 inhib 4.
O=[N+]([O-])c1cc(Cl)ccc1NCCNS(=O)(=O)c1ccccc1 was read as SENP7 block 0, SENP8 block-1 43*, SENP8 block-2 7, SENP6 inh 5, SENP1 FRET inh 8, UBC13 polyUb -56, A3G deaminase 1 and Apaf1 inhib 6.
Screening Cc1sc2c3ccsc3ccc2[n+]1C returned SENP7 block -3, SENP8 block-1 -15, SENP8 block-2 7, SENP6 inh 10, SENP1 FRET inh 1, UBC13 polyUb -4, A3G deaminase 32 and Apaf1 inhib -9.
For O=C1C(Cc2ccccc2)Nc2ncnc(N3CCOCC3)c2N1Cc1ccccc1 (stereo unspecified) the results were SENP7 block 7, SENP8 block-1 -23&-4, SENP8 block-2 -6, SENP6 inh 4, SENP1 FRET inh -2&4, UBC13 polyUb 14, A3G deaminase -8 and Apaf1 inhib 10.
`COc1ccc(Cl)cc1NC(=O)C1CCCO1` (stereo unspecified) gave SENP7 block 7, SENP8 block-1 28, SENP8 block-2 1, SENP6 inh 1, SENP1 FRET inh 1, UBC13 polyUb 17, A3G deaminase -1 and Apaf1 inhib 1.
Screening CCc1ccc(NC(=O)C(=O)NNC(=O)c2cccs2)cc1 returned SENP7 block 51*, SENP8 block-1 23, SENP8 block-2 70*, SENP6 inh 86*, SENP1 FRET inh 2, UBC13 polyUb 0, A3G deaminase -9 and Apaf1 inhib 3.
`Cc1ccc(CSc2nc3ccsc3c(=O)n2Cc2ccccn2)cc1` gave SENP7 block 5, SENP8 block-1 9, SENP8 block-2 0, SENP6 inh -19, SENP1 FRET inh -2, UBC13 polyUb 6, A3G deaminase -8 and Apaf1 inhib 13.
`O=C(c1ccco1)N1CCN(C(=O)c2ccc(CS(=O)c3ccc(Cl)cc3)o2)CC1` (stereo unspecified) gave SENP7 block -3, SENP8 block-1 -7, SENP8 block-2 -5, SENP6 inh 5, SENP1 FRET inh 1, UBC13 polyUb 4, A3G deaminase -5 and Apaf1 inhib -6.
Screening COCCCN(Cc1ccco1)C(=O)c1cc2c(s1)-c1ccc(Cl)cc1S(=O)(=O)C2 returned SENP7 block 7, SENP8 block-1 -22, SENP8 block-2 -3, SENP6 inh 1, SENP1 FRET inh 1, UBC13 polyUb 0, A3G deaminase 10 and Apaf1 inhib 20.
For COc1ccc(NC(=O)COC(=O)/C=C/c2ccccc2[N+](=O)[O-])cc1 the results were SENP7 block -4, SENP8 block-1 17, SENP8 block-2 -7, SENP6 inh -4, SENP1 FRET inh 1, UBC13 polyUb 4, A3G deaminase -1 and Apaf1 inhib 1.
`CCCn1c(=O)c(-c2nc3ccccc3[nH]2)c(O)c2ccccc21` gave SENP7 block 0, SENP8 block-1 -414, SENP8 block-2 -4, SENP6 inh -9, SENP1 FRET inh -1, UBC13 polyUb 16, A3G deaminase -5 and Apaf1 inhib -7.
CCOC(=O)C1(CCc2ccccc2)CCN(C(=O)c2cccc(C)n2)CC1 was read as SENP7 block 0, SENP8 block-1 18, SENP8 block-2 -5, SENP6 inh -5, SENP1 FRET inh 1, UBC13 polyUb -6, A3G deaminase -8 and Apaf1 inhib -8.
`O=C(Nc1nccs1)c1cc(S(=O)(=O)N2CCOCC2)ccc1Cl` gave SENP7 block 1, SENP8 block-1 30, SENP8 block-2 9, SENP6 inh 8, SENP1 FRET inh 2, UBC13 polyUb 4, A3G deaminase -4 and Apaf1 inhib -8.
Screening O=c1c2[nH]c3ccc(F)cc3c2nc2n1CCS2 returned SENP7 block -8, SENP8 block-1 -164, SENP8 block-2 -5, SENP6 inh -30, SENP1 FRET inh 1, UBC13 polyUb -6, A3G deaminase -6 and Apaf1 inhib 6.
For CC(/C=N/NC(=O)c1ccc(Br)cc1)=C\c1ccccc1 the results were SENP7 block -5, SENP8 block-1 13, SENP8 block-2 4, SENP6 inh -51, SENP1 FRET inh 2, UBC13 polyUb 4, A3G deaminase -9 and Apaf1 inhib -2.
Screening COc1ccc(CNc2cc(C)nc3ncnn23)c(OC)c1 returned SENP7 block 3, SENP8 block-1 16, SENP8 block-2 12, SENP6 inh -16, SENP1 FRET inh -7, UBC13 polyUb 2, A3G deaminase -3 and Apaf1 inhib -10.
Screening COC(=O)N/N=C/c1ccc(-c2ccc(Cl)cc2Cl)o1 returned SENP7 block -4, SENP8 block-1 -116, SENP8 block-2 0, SENP6 inh -21, SENP1 FRET inh 2, UBC13 polyUb -5, A3G deaminase -1 and Apaf1 inhib 4.
For CCCC(=O)Nc1cc(-c2nn(C)c(=O)c3ccccc23)ccc1N1CCOCC1 the results were SENP7 block 3, SENP8 block-1 -89, SENP8 block-2 1, SENP6 inh -9, SENP1 FRET inh 3, UBC13 polyUb 4, A3G deaminase -1 and Apaf1 inhib -4.
`CC(CN1CCCCC1)C(=O)NNC(=O)C12CC3CC(CC(C3)C1)C2` (stereo unspecified) gave SENP7 block -7, SENP8 block-1 11, SENP8 block-2 -15, SENP6 inh -11, SENP1 FRET inh 0, UBC13 polyUb -7, A3G deaminase -5 and Apaf1 inhib -17.
Cc1cccc(C)c1NC1=C(Cl)C(=O)OC1OC(=O)c1ccccc1 (stereo unspecified) was read as SENP7 block -6, SENP8 block-1 14, SENP8 block-2 -9, SENP6 inh -5, SENP1 FRET inh 0, UBC13 polyUb -2, A3G deaminase -5 and Apaf1 inhib 13.
For COc1cccc(NC(=O)CN(C)C(=O)/C=C/c2cc(OC)ccc2OC)c1 the results were SENP7 block -1, SENP8 block-1 -421, SENP8 block-2 -9, SENP6 inh -7, SENP1 FRET inh -25, UBC13 polyUb 1, A3G deaminase -8 and Apaf1 inhib 16.
For CCCn1nc(C(=O)OCc2nc(N)nc(Nc3ccccc3C)n2)c2ccccc2c1=O the results were SENP7 block -2, SENP8 block-1 11, SENP8 block-2 -1, SENP6 inh -1, SENP1 FRET inh -1, UBC13 polyUb 6, A3G deaminase -6 and Apaf1 inhib -2.
NC(=S)N/N=C/c1ccc(-c2cc(Cl)cc(Cl)c2)o1 was read as SENP7 block -9, SENP8 block-1 -399, SENP8 block-2 -10, SENP6 inh 0, SENP1 FRET inh 11, UBC13 polyUb -24, A3G deaminase 2 and Apaf1 inhib 15.

3 entries already listed, arranged by count of non-hydrogen atoms, falling.
For CCCC(=O)Nc1cc(-c2nn(C)c(=O)c3ccccc23)ccc1N1CCOCC1 the results were SENP7 block 3, SENP8 block-1 -89, SENP8 block-2 1, SENP6 inh -9, SENP1 FRET inh 3, UBC13 polyUb 4, A3G deaminase -1 and Apaf1 inhib -4.
Cc1cccc(C)c1NC1=C(Cl)C(=O)OC1OC(=O)c1ccccc1 (stereo unspecified) was read as SENP7 block -6, SENP8 block-1 14, SENP8 block-2 -9, SENP6 inh -5, SENP1 FRET inh 0, UBC13 polyUb -2, A3G deaminase -5 and Apaf1 inhib 13.
Screening COc1ccc(CNc2cc(C)nc3ncnn23)c(OC)c1 returned SENP7 block 3, SENP8 block-1 16, SENP8 block-2 12, SENP6 inh -16, SENP1 FRET inh -7, UBC13 polyUb 2, A3G deaminase -3 and Apaf1 inhib -10.

Compound activity (PubChem BioAssay)
